Source: PubChem BioAssay
TexasRed fluor = Total Fluorescence Counterscreen for Inhibitors of the Interaction of Thyroid Hormone Receptor and Steroid Receptor Coregulator 2 | 0.29% of 280,000 active | Potency, µM (top dose mostly 106 µM), for inactives: top-dose fluorescence change, negative = quenching | TRb/SRC2 Texas Red total fluorescence interference; active means well fitted curve in either direction with a large enough effect; inconclusive means small, poorly fitted or top-dose-only effect; further: potency means the concentration at half of the fitted maximal effect; on the % scale 0 is the no-effect control and ±100 the full control effect
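Human TRb ligand-binding domain at 0.6 uM with 20 nM Texas Red SRC2 peptide in Tris buffer containing 1 uM T3 and 5% DMSO, incubated with compound 5 h at ambient temperature. Total fluorescence (555/632 nm) calculated as parallel + 2 × perpendicular.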
Tau fluor counter = Counterscreen qHTS for Inhibitors of Tau Fibril Formation, Fluorescence Polarization | tau K18 P301L (four-repeat tau fragment) Alexa594 fluorescence, heparin fibrillization | Potency, µM (highest dose often 57.7 µM), for the others: at the highest dose activity change, negative = decrease | 0.93% of 280,000 active | AID 1463, 2008; further: potency means the concentration at half of the fitted maximal effect; on the % scale 0 is the no-effect control and ±100 the full control effect; nearly all actives have a fitted effect of over 55% in size
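Human K18 P301L tau (15 uM unlabeled plus 0.24 uM Alexa 594-labeled, final) in 100 mM sodium acetate pH 7 was mixed with compound and 20 uM heparin and incubated 6 hr at 37 C.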
CBFb-RUNX1 inh = qHTS Assay for Compounds Blocking the Interaction Between CBF-beta and RUNX1 for the Treatment of Acute Myeloid Leukemia. AID 1477, 2009. 230,000 tested, under 10 active. Potency, µM (series often up to 59.8 µM), inactives show top-dose activity, negative = inhibition, actives largely listed as inhibitors. Runt-related transcription factor 1 (Homo sapiens) + Core-binding factor subunit beta …. AlphaScreen CBFb-His/RUNX1-biotin binding, biochemical; further: % of control where 0% means no effect
Target sequence (Q01196 whole entry, looked up): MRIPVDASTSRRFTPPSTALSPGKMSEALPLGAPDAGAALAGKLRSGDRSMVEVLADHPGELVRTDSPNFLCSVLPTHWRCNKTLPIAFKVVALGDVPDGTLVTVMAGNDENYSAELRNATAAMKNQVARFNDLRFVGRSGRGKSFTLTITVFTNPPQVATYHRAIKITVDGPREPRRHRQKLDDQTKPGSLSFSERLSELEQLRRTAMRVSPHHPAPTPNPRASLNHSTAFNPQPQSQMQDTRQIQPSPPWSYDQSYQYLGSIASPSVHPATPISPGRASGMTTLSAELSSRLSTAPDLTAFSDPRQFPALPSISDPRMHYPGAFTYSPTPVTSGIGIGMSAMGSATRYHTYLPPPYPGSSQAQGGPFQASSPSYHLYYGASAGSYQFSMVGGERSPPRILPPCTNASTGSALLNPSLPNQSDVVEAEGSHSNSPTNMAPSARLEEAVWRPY
Target sequence (Q13951 whole entry, looked up): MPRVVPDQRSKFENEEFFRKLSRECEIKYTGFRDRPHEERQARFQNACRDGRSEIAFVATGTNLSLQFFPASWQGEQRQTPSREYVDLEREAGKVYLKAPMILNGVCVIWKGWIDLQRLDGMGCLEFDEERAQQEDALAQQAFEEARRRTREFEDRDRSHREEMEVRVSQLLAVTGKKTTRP
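Interaction loss through any mechanism counts as activity. Pre-formed complex of His-CBF-beta and biotin-RUNX1 (30 nM apiece) is incubated with compound 15 min, then with 50 ng nickel and 50 ng streptavidin beads for 90 min before AlphaScreen detection.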
Epigenetic derep = Quantitative High-Throughput Screen for Regulators of Epigenetic Control | murine LDR cells, GFP reporter derepression, 30 h | Potency, µM (titrated, usually from 53.9 µM), for inactives: at the top dose GFP activation, most hits filed as activators | 0.2% of 280,000 active | AID 1865, 2009; further: potency means the concentration at half of the fitted maximal effect; % of control where 0% means no effect; nearly all actives have a fitted effect of over 60% in size
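Readout is the number of GFP-expressing murine LDR cells, counted by cytometry following washing. Cells were treated with compound for 30 h at 37 C; the stably integrated CMV-GFP locus is normally silent.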
Tau fibril FP = qHTS for Inhibitors of Tau Fibril Formation, Fluorescence Polarization; Microtubule-associated protein tau (Homo sapiens), P10636; K18 P301L tau heparin fibrillization, Alexa594 FP, 6 h; Potency, µM (doses to about 57.7 µM), inactives show at the highest dose activity, negative = inhibition, hits mostly inhibitors; 0.39% of 280,000 active; AID 1468, 2008; further: potency means the concentration at half of the fitted maximal effect; on the % scale 0 is the no-effect control and ±100 the full control effect; nearly all actives have a fitted effect of over 55% in size
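Recombinant K18 P301L […], labeled with Alexa 594 at 0.24 uM over 15 uM unlabeled; heparin inducer 20 uM final; 37 C, 6 hr; FP endpoint.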
GLA spleen mod = qHTS Assay for Inhibitors and Activators of Human alpha-Galactosidase From Spleen Homogenate; 0.008% of 240,000 active; human spleen homogenate, 4MU-alpha-Gal fluorescence, 40 min; Potency, µM (series often up to 80 µM), for inactives: at the top dose activity change, negative = inhibition, usual class: inhibitors;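 further: potency means the concentration at half of the fitted maximal effect; 0% = enzyme with vehicle and -100% = no enzyme basal signal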
Target sequence (P06280 32-429 limits assumed): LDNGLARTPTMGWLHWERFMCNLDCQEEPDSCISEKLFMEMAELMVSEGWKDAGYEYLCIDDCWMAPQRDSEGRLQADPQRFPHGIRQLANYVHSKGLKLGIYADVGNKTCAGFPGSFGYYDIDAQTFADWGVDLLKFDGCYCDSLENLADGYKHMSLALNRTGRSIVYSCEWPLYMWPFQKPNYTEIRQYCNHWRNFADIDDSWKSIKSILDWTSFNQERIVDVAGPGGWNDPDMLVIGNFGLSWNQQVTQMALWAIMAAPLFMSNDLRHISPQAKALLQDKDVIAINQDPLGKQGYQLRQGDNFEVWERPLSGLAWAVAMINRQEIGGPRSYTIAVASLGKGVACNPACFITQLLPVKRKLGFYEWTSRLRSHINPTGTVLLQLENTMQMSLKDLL
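Fluorogenic readout (Ex 365/Em 440 nm) of 4-methylumbelliferone released from 1 mM 4-MU-alpha-galactoside by spleen homogenate, 40 min at 37C, pH 5.0. Data normalized to no-enzyme and enzyme controls; Hill-equation AC50 from compound titrations.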
NPSR antagonist = qHTS Assay for Antagonists of the Neuropeptide S Receptor: cAMP Signal Transduction; Potency, µM (top dose mostly 38.3 µM), for the others: at the top dose activity change, negative = inhibition, most hits filed as inhibitors; 1% of 220,000 active; Q6W5P4; CHO-NPSR cells, cAMP TR-FRET, antagonist mode; AID 1461, 2008; further: potency means the concentration at half of the fitted maximal effect; on the % scale 0 is the no-effect control and ±100 the full control effect; nearly all actives have a fitted effect of over 50% in size; many of its hits are not listed in these tables
TRb SRC2 PPI = qHTS for Inhibitors of the Interaction of Thyroid Hormone Receptor and Steroid Receptor Coregulator 2 | 0.065% of 280,000 active | Potency, µM (top dose mostly 106 µM), for the others: at the top dose activity change, negative = inhibition, hits mostly inhibitors | TRbeta-SRC2 peptide binding, fluorescence polarization; receptor liganded with 1 µM T3 | AID 1469, 2008 | Thyroid hormone receptor beta (Homo sapiens), P10828;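 further: potency means the concentration at half of the fitted maximal effect; plate controls were bound peptide for no effect and peptide without receptor for full effect; nearly all actives have a fitted effect of over 50% in size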
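Compounds were added to 0.6 uM TRb ligand-binding domain and 20 nM Texas Red-labeled SRC2 peptide in Tris buffer containing 1 uM T3, incubated 5 hr at ambient temperature, then read by fluorescence polarization.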
* marks the source's active call; other numbers are inactive results; ? = inconclusive; nt = no result given; & = joins results of further samples; [ ] = another dose, or the depositor's remark. Unless noted, the call rests on the fitted dose curve; in most records, active means well fitted curve in the direction sought with a large enough effect; inconclusive means small, poorly fitted or top-dose-only effect, or another doubt; inactive means no such curve, though single readings can be large; an effect the other way counts as inactive or inconclusive.

SMILES | TexasRed fluor | Tau fluor counter | CBFb-RUNX1 inh | Epigenetic derep | Tau fibril FP | GLA spleen mod | NPSR antagonist | TRb SRC2 PPI
CSCCC(NC(=O)C12CC3CC(CC(C3)C1)C2)C(=O)OCC(=O)c1ccc(C)cc1 (stereo not given) | -3% | -7% | 11% | -2.2% | 6% | -3% | 18% | 1%
COc1cc(NC(=O)CCn2cnc3ccccc3c2=O)cc(OC)c1 | -2% | -3% | nt | 1.4% | -6% | nt | nt | -1%
COc1ccc([C@@H]2CC(=O)c3c(O)cc(O[C@H]4O[C@@H](CO[C@H]5O[C@@H](C)[C@@H](O)[C@@H](O)[C@@H]5O)[C@@H](O)[C@@H](O)[C@@H]4O)cc3O2)cc1O | -1%[53 µM] | nt | -5%[21.7 µM] | 0.2%[16.9 µM] | nt | -12%[29.1 µM] | nt | 6%[53 µM]
CCC(CC)C(=O)Nc1ccncc1 | -1% | 0% | 1% | -2.3% | 1% | 4% | 17% | -3%
CNC(=S)Nc1cc(C(=O)N2CCCC2)ccc1N1CCCC1 | 1% | -2% | 4% | 1.1% | 4% | -7% | 20% | 6%
O=C(COc1ncnc2ccccc12)NCCc1ccc(F)cc1 | -1% | -6% | -14% | -4.3% | -14% | -3% | 5% | 2%
CCCCn1c(=N)c(S(=O)(=O)c2ccc(Cl)cc2)cc2c(=O)n3cccc(C)c3nc21 | -2% | -15% | nt | -0.9% | -1% | nt | nt | 5%
COc1ccc(CC(=O)OC(C)CN2CCOCC2)cc1 (stereo not given) | 0% | 10%[2.34 µM] | -3% | 1.0% | -8% | 10% | -9% | 5%
C#CCCCO/N=C1/[C@H]2O[C@@H]2[C@@H](O)[C@H]2[C@H]1CCn1c(=O)n(C)c(=O)n12 | -4%[11.2 µM] | -12%[11.6 µM] | 1%[13.1 µM] | 0.0%[10.1 µM] | -3%[11.6 µM] | -5%[17.5 µM] | nt | 4%[11.2 µM]
CSCCC1NC(=O)N(CC(=O)Nc2c(C(C)C)cccc2C(C)C)C1=O (stereo not given) | -1% | -5% | -2% | 1.4% | -9% | -4% | 9% | -1%
C=CCn1c(=S)[nH]c2nc3c(cc2c1=O)CCCC3 | -1% | -4% | 5% | -1.1% | -3% | 9% | 24%[46.1 µM] | -13%
CC(C)N(C(=O)CSc1nc2ccccc2n1Cc1ccccc1)C(C)C | -3% | 1% | -1% | 0.0% | -13% | -2% | ? | 7%
CC(=O)NCCNc1nc(-c2ccccc2C(F)(F)F)nc2ccccc12 | 3% | -12% | nt | 0.0% | -11% | -5% | nt | 7%
CC1(C)Cc2nc(N)c(C(=O)NCCO)cc2CO1 | 1% | 6% | 1% | -0.9% | 14% | 13% | -5%[46.1 µM] | -8%
Cc1ccc(-n2c(C(C)n3nc(C)c([N+](=O)[O-])c3C)n[nH]c2=S)cc1 (stereo not given) | 2% | 3% | -5% | -1.0% | 13% | -9% | 4% | -3%
CCc1cccc(-n2c(=O)c3cccnc3n2CC(=O)NCc2ccccc2Cl)c1 | 0% | -19% | nt | -2.6% | -13% | nt | nt | -1%
c1coc(-c2nc(-c3ccncc3)no2)c1 | 1% | -2% | -1% | -1.0% | -2% | 0% | -5%[46.1 µM] | -8%
CC(C)CCOCC(=O)Oc1ccccc1C(=O)O | -1% | 3% | 0% | -0.8% | -1% | 1% | -18%[46.1 µM] | 1%
Cc1ccc(N(CC(=O)NCC2CCCO2)S(C)(=O)=O)cc1Cl (stereo not given) | -1% | 2% | 5% | 0.8% | 1% | 0% | -10%[46.1 µM] | 9%
CN(C)Cc1ccccc1-c1ccc2ncnc(N3CCOCC3)c2c1 | -1% | -2% | nt | -4.9% | -3% | 16% | nt | -3%
C=C1CCN(C(C)C(=O)O)S(=O)(=O)c2ccccc21 (stereo not given) | 1%&-1% | 5% | 5%&8% | 2.4% | -8% | 10%&10% | 12% | 4%&6%
O=C(CCCCC(=O)N1CCN(c2ccccc2)CC1)N1CCN(c2ccccc2)CC1 | 0% | 5% | 0% | -1.8% | 3% | 5% | ? | 8%
O=C(O)C1C2C=CC(O2)C1C(=O)NCCCn1ccnc1 (stereo not given) | 0% | -25% | -13% | -0.1% | 4% | 1% | -4%[46.1 µM] | 8%
Cc1ccc(S(=O)(=O)N2CCCC2C(=O)n2nc(C)cc2C)cc1 (stereo not given) | 1% | -1% | 7% | -1.1% | 0% | 2% | -18%[46.1 µM] | 7%
O=C(COC(=O)c1ccc2ccccc2n1)c1ccc(F)cc1 | -4% | 12% | -2% | 1.1% | 2% | -10% | 0% | 2%

Compound profiles, as listed above. Order of screens: TexasRed fluor | Tau fluor counter | CBFb-RUNX1 inh | Epigenetic derep | Tau fibril FP | GLA spleen mod | NPSR antagonist | TRb SRC2 PPI
`CC(C)N(C(=O)CSc1nc2ccccc2n1Cc1ccccc1)C(C)C` across the screens: -3% | 1% | -1% | 0.0% | -13% | -2% | ? | 7%
`O=C(COC(=O)c1ccc2ccccc2n1)c1ccc(F)cc1` across the screens: -4% | 12% | -2% | 1.1% | 2% | -10% | 0% | 2%
`O=C(O)C1C2C=CC(O2)C1C(=O)NCCCn1ccnc1` (stereo not given) across the screens: 0% | -25% | -13% | -0.1% | 4% | 1% | -4%[46.1 µM] | 8%
`C#CCCCO/N=C1/[C@H]2O[C@@H]2[C@@H](O)[C@H]2[C@H]1CCn1c(=O)n(C)c(=O)n12` across the screens: -4%[11.2 µM] | -12%[11.6 µM] | 1%[13.1 µM] | 0.0%[10.1 µM] | -3%[11.6 µM] | -5%[17.5 µM] | nt | 4%[11.2 µM]
`c1coc(-c2nc(-c3ccncc3)no2)c1` across the screens: 1% | -2% | -1% | -1.0% | -2% | 0% | -5%[46.1 µM] | -8%

The main list resumes; the 4 compounds before the break are reprinted first.
SMILES | TexasRed fluor | Tau fluor counter | CBFb-RUNX1 inh | Epigenetic derep | Tau fibril FP | GLA spleen mod | NPSR antagonist | TRb SRC2 PPI
O=C(CCCCC(=O)N1CCN(c2ccccc2)CC1)N1CCN(c2ccccc2)CC1 | 0% | 5% | 0% | -1.8% | 3% | 5% | ? | 8%
O=C(O)C1C2C=CC(O2)C1C(=O)NCCCn1ccnc1 (stereo not given) | 0% | -25% | -13% | -0.1% | 4% | 1% | -4%[46.1 µM] | 8%
Cc1ccc(S(=O)(=O)N2CCCC2C(=O)n2nc(C)cc2C)cc1 (stereo not given) | 1% | -1% | 7% | -1.1% | 0% | 2% | -18%[46.1 µM] | 7%
O=C(COC(=O)c1ccc2ccccc2n1)c1ccc(F)cc1 | -4% | 12% | -2% | 1.1% | 2% | -10% | 0% | 2%
Cc1cc(Br)c(NC(=O)COC(=O)C2CC2C)c(Br)c1 (stereo not given) | -6% | -5% | -1% | 3.4% | 12% | -2% | 10% | 2%
N#Cc1cc([N+](=O)[O-])ccc1Oc1cccc(/C=N/NC(=O)c2cccc(Cl)c2)c1 | -3% | ? | -13% | -4.6% | -6% | 6% | -30%[46.1 µM] | 8%
CCC(SC1=NCCS1)C(=O)Nc1ccc(S(N)(=O)=O)cc1 (stereo not given) | -1% | 11% | -11% | -3.1% | 10% | 0% | 1% | -1%
Cn1nc(C(C)(C)C)cc1NC(=O)Nc1ccc(F)cc1F | -8% | -2%[11.6 µM] | 6% | 2.0% | 4%[11.6 µM] | -1% | -4% | 2%
O=C(CSc1nnc(-c2ccc(Cl)cc2)n1-c1ccc(Cl)cc1)N/N=C/c1ccco1 | -39% | -28% | -13% | 1.0% | 6% | -6% | 0% | 3%
NNC(=O)CNc1cccc(Cl)c1 | 0% | -14% | 2% | -6.3% | 0% | 3% | -8% | 0%
COc1ccc(C2=Nn3c(nc4sc(C(=O)Nc5cccc(C)c5)c(C)c4c3=O)SC2)cc1 | 0% | -6% | nt | -2.2% | -7% | nt | nt | -1%
C=CCN1C(=O)C(Cc2ccc(OCC)cc2)S/C1=N\N=C\c1cccs1 (stereo not given) | -3% | -26% | 7% | -1.4% | -6% | 0% | -20%[46.1 µM] | -13%
CCCc1cc(C(N)=O)c(NC(=O)c2ccco2)s1 | -3% | 3% | 6% | 4.2% | 1% | -15% | -10%[46.1 µM] | 3%
CCOC(=O)Cc1csc(NC(=O)NC2(C(F)(F)F)Oc3ccccc3O2)n1 | 1% | ? | -1% | -4.4% | ? | 1% | -25%[46.1 µM] | -26%
COc1cc(OC)cc(C(=O)NC(=S)N2CCN(c3ccc(C(F)(F)F)cc3[N+](=O)[O-])CC2)c1 | -3% | -14% | 7% | -2.1% | 9% | 3% | -20%[46.1 µM] | -4%
CCC(=O)Nc1ccc(C(=O)Cn2ncc(Cl)c(Cl)c2=O)cc1 | -8% | -25% | -8% | 0.0% | ? | -13% | ? | -11%
Cc1ccc(C(=O)Nc2ccc(C(=O)N3CCCCC3)cc2)cc1 | -3% | -5% | 11% | -4.2% | -3% | 5% | 4% | -3%
Cc1cc(NC(=O)CCC(=O)N(CCC(C)C)CC(=O)NCC2CCCO2)no1 (stereo not given) | -2% | -5% | 1% | -1.5% | -12% | 6% | 4%[46.1 µM] | -6%
COc1ccccc1N1CCN(C(c2ccccc2Cl)c2nnnn2C(C)(C)C)CC1 (stereo not given) | 0% | -14% | 3% | -0.7% | 14% | 4% | ? | -9%
Cc1ccc(Cl)cc1N1CCN(C(=O)Cn2ncc3c4ccccc4n(C)c3c2=O)CC1 | 1% | -4% | nt | -1.7% | -4% | nt | nt | -3%

Some of the compounds tested, so the mix of outcomes need not match the whole.
